Screening results from PubChem BioAssay.
APJ antagonist – antagonists of human apelin receptor APJ, primary screen, CHO-K1 cells, beta-arrestin complementation, luminescence; P35414; inhibition, % at 20 µM; 330,000 compounds, 0.32% hits;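 active = inhibition above about 40% at 20 µM, limit read from the data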;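 also: cells challenged with 10 nM apelin-13 agonist together with compound; plate controls were apelin-13 plus DMSO wells for no effect and DMSO wells lacking apelin-13 for full effect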
Target sequence (P35414 whole entry, looked up): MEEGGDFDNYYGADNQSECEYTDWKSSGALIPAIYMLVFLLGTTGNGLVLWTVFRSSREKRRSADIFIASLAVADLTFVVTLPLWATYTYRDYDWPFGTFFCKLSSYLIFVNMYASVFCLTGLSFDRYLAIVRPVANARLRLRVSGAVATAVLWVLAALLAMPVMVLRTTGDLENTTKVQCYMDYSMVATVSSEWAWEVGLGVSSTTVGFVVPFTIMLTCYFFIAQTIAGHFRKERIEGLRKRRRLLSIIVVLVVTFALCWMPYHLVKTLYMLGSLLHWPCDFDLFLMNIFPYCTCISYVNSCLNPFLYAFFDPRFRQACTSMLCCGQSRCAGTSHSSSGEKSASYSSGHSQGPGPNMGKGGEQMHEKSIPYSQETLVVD
CCR6 antag – CCR6 receptor antagonists, primary screen, cell-based, CHO-K1, luminescence, beta-arrestin, uHTS; 340,000 compounds, 0.49% hits; C-C chemokine receptor type 6 (Homo sapiens), P51684; CHO-K1 CCR6 PathHunter beta-arrestin, CCL20-stimulated; inhibition, % at 20 µM;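 active = compounds whose inhibition of the agonist-driven luminescence signal at 20 µM reaches about 50%, limit read from the data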;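 also: cells stimulated with CCL20 at 14 nM final; plate controls were DMSO with CCL20 for no effect and DMSO without agonist for full effect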
Gli-Sufu antag – Gli-Sufu pathway antagonists, primary screen, luciferase luminescence, Sufu-KO-LIGHT cells, uHTS; Sufu-KO-LIGHT fibroblasts, Gli luciferase reporter luminescence; inhibition, % at 5 µM; 340,000 compounds, 0.74% hits;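 active = inhibition above about 55%, limit read from the data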;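 also: 0% = DMSO-treated cells and 100% = wells with medium but no cells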
UBC13 inh – UBC13 polyubiquitin chain formation inhibitors, primary screen, biochemical, TR-FRET, uHTS; Ubiquitin-conjugating enzyme E2 N (Homo sapiens), P61088; inhibition, % at 20 µM; 330,000 compounds, 0.47% hits; AID 485273, 2010; in the data active = inhibition above about 45%, passing the limit was not always enough
Target sequence (P61088 whole entry, looked up): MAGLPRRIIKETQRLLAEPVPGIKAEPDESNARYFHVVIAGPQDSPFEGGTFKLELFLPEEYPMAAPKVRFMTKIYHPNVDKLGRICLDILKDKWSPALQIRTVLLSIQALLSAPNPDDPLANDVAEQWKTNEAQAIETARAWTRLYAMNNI
APJ ag – agonists of human apelin receptor APJ, primary screen, CHO-K1 cells, PathHunter beta-arrestin, luminescence. P35414. 0% DMSO wells, 100% apelin. activation, % at 20 µM. 330,000 compounds, 0.11% hits. AID 2520, 2010;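 active = activation more than six SD over the plate average, tested at 20 µM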;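 also: 0% = DMSO alone and 100% = apelin-13 at 10 nM; some results filed as inactive read as strong as hits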
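Material: CHO-K1 APJ beta-arrestin complementation cell line; Input: cell density 1000 per well; Incubation: compound stimulation 90 min at 25 °C, detection 60 min; Signal: luminescence from split beta-galactosidase complementation, Galacton Star/Emerald II substrate; Controls: DMSO-only wells as negative, 10 nM Apelin-13 as positive control.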
ATG4B inhibitor – ATG4B protease inhibitors, primary screen, biochemical, fluorescence, uHTS; 340,000 compounds, 0.51% hits; inhibition, % at 8.33 µM; Cysteine protease ATG4B (Homo sapiens), Q9Y4P1; ATG4B cleavage of LC3-PLA2, NBD-HPC fluorescence, 1 h; in the data active = inhibition above about 40%
Target sequence (Q9Y4P1 whole entry, looked up): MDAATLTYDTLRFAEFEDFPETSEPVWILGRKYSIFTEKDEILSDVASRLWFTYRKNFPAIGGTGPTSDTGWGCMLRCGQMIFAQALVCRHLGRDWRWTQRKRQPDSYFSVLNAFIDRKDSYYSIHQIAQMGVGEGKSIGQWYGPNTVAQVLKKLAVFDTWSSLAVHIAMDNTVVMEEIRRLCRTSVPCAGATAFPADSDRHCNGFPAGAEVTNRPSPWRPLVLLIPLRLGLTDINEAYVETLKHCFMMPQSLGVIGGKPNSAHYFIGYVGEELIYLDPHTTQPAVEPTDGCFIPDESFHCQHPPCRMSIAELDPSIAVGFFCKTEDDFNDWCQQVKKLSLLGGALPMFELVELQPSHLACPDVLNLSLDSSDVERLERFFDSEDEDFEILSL
CXCR6 block – CXCR6 receptor inhibitors, primary screen, cell-based, beta-arrestin, luminescence, CHO-K1 PathHunter, 1536-well; C-X-C chemokine receptor type 6 (Homo sapiens), O00574; inhibition, % at 20 µM; 360,000 compounds, 0.36% hits; AID 602244, 2012; in the data active = inhibition above about 34%, passing the limit was not always enough;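 also: antagonist mode with CXCL16 agonist at 10 nM final; 0% = 10 nM CXCL16 with DMSO and 100% = unstimulated wells without agonist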
EBI2 block – EBI2 receptor antagonists, beta-arrestin recruitment, primary screen, cell-based, luminescence, 7a,25-OHC stimulation, uHTS; inhibition, % at 5 µM; 7a,25-OHC stimulated; 360,000 compounds, 0.81% hits; in the data active = inhibition above about 38%;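 also: enzyme fragment complementation signal reports receptor beta-arrestin coupling in cells; 0% = agonist plus DMSO wells and 100% = wells without agonist; some results beyond the cut were filed as inactive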
* hit, by the source's call; x = no result given.

SMILES	APJ antagonist	CCR6 antag	Gli-Sufu antag	UBC13 inh	APJ ag	ATG4B inhibitor	CXCR6 block	EBI2 block
N#CC1(Nc2ccc3ccccc3c2)CCCC1	x	14	-13	x	x	-5	0	-5
O=c1[nH]c2cc(F)ccc2c2ccc(F)cc12	x	8	9	x	x	10	-12	6
Cc1cc(C)c2[nH]c(=O)c(CN(Cc3nnnn3C3CCCC3)C3CCCCC3)cc2c1	x	-2	2	x	x	-4	-3	-11
CC1=NN(c2nc3ccccc3[nH]2)C(=O)C1Cc1ccccc1 (configuration not stated)	-3	0	29	-4	0	-7	1	-4
COc1ccc(N2CCN(C(=O)CN(c3ccc(OC)cc3)S(=O)(=O)c3ccccc3)CC2)cc1	12	-1	3	2	-7	-1	-5	-5
O=C(O)c1cccnc1Oc1ccccc1	-11	-3	23	-3	-4	-3	-6	-9
C(=C\n1nnc2ccccc21)/c1ccc[nH]1	-22	13	0	-41	-2	6	2	1
C/C(=N/N=C1\SCC(=O)N1c1ccccc1)c1ccc(C)cc1	-33	-3	-12	-13	3	4	-5	1
CCc1ccccc1N(C(C)=O)c1nc(CN=C=S)cs1	4	23	-4	-5	-3	-7	0	14
O=C(O)CCCN1C(=O)c2ccc(C(=O)c3cccc([N+](=O)[O-])c3)cc2C1=O	-20	-11	-6	-2	1	5	4	5
COc1ccc(-c2nc(CS(=O)CC(=O)NC(C)CCc3ccccc3)c(C)o2)cc1OC (configuration not stated)	17	20	15	0	-3	-3	4	4
O=c1oc2ccccc2cc1-c1csc(Cc2nc(-c3ccc(Cl)cc3)cs2)n1	2	-3	18	-1	4	32	-4	10
CCOC(=O)C1=C(CC)Nc2ccccc2N=C1NC(=O)c1oc2ccccc2c1C	-3	6	3	-12	2	-10	15	-25
CCOC(=O)c1cc2n(c1C)-c1ccccc1C2=O	6	0	-50	0	-1	-6	-6	2
O=C(CSc1nccc(=O)[nH]1)N1CCOCC1	11	-8	0	2	5	-6	0	-10
COc1ccc(NC(C)=O)cc1S(=O)(=O)NC(C)c1ccc(-n2ccnc2)cc1 (configuration not stated)	-6	6	-3	0	-4	-2	7	-2
Cc1ccc(OCc2ccc(C(=O)N3CCOCC3)cc2)cc1C	4	3	-71	6	2	-11	-9	-1
O=C(COc1ccc(S(=O)(=O)NC2CCCCC2)cc1Cl)N1CCN(c2ccccc2)CC1	17	10	12	4	-1	-11	3	5
O=C(NCCc1ccc([N+](=O)[O-])cc1)c1ccccc1	11	-2	-7	-6	-3	-7	-5	20
COc1ccc(-c2nnc(N3CCCCC3)c3ccccc23)cc1	5	9	14	0	-1	7	5	7
Cc1ccc2oc(C(=O)NC3CCS(=O)(=O)C3)cc(=O)c2c1 (configuration not stated)	11	14	39	-2	-1	-9	1	3
O=C(NCc1cccnc1)c1ccc2c(c1)C(=O)N(Cc1ccccc1)C2=O	9	4	-4	-1	-6	-3	-2	7
CCN(CC)CCCNc1nc2ccccc2c2[nH]c3ccc(OC)cc3c12	x	-7	3	x	x	-2	6	-1
CC12CCC(C(=O)N3CCN(c4ccccc4)CC3)(CC1=O)C2(C)C (configuration not stated)	5	-10	5	2	-5	-8	x	x
COc1ccc(CC(=O)Nc2nc3ccccc3s2)cc1S(=O)(=O)N1CCOCC1	-1	5	8	-2	-4	-18	-5	-6
O=C(Nc1ccccc1-c1ccccc1)NC1CC2CCCC(C1)N2Cc1ccc(F)cc1 (configuration not stated)	-5	23	22	2	2	72*	12	-5
O=C(c1cccs1)N1CCN(c2ncc(Br)cn2)CC1	8	-9	-2	-5	-1	-4	3	-14
CSc1nc2c(c(=O)n1Cc1ccccc1)SC(C)C2 (configuration not stated)	-8	6	6	-6	1	0	5	-4
CCC(C)c1ccc(NC(=S)N2CCN(S(C)(=O)=O)CC2)cc1 (configuration not stated)	-2	6	8	1	-7	-4	-3	-11
Cc1cc(NC(=O)c2cnn3c(C(F)(F)F)cc(-c4ccc(Br)cc4)nc23)no1	24	2	18	0	-5	-8	8	19
O=C(c1nc2ccccn2c1CNCC1OCCc2ccccc21)N1CCOCC1 (configuration not stated)	6	-4	44	7	-3	-6	3	17
COc1ccc(S(=O)(=O)N2CCCCCC2)cc1C(=O)OCC(=O)NC(N)=O	-2	13	-18	-4	-5	6	0	1
CC(=O)Nc1ccc(NC(=O)C(=O)N/N=C/c2cccnc2)cc1	10	-8	6	14	-1	-7	-2	-9
COc1cc(C2NC(=S)NC3=C2C(=O)CCC3)ccc1O (configuration not stated)	11	2	20	-6	-1	-13	-6	-8
COc1ccc(/C=C/C(=O)N2CCCC2)cc1OC	-19	-12	-6	-13	-1	2	4	-4
CCC(=O)NCCSc1c[nH]c2ccccc12	0	-2	-14	-1	3	-7	-3	-2
COc1ccc(CC(=O)NCC2CCCN(Cc3ccccc3OC)C2)cc1 (configuration not stated)	2	-2	18	-5	-6	-8	-2	6
COc1ccc(NC(=O)c2ccccc2N2C(=O)C3C4C=CC(C5CC45)C3C2=O)c(OC)c1 (configuration not stated)	14	9	-15	-11	1	1	-10	-8
CC(=O)Oc1ccc2c(=O)oc(-c3ccccc3C)nc2c1	-19	14	3	5	0	0	-3	-9
Cc1cc(C)cc(N=Cc2[nH]c3ccc(Br)c(Cl)c3c2O)c1	x	-2	0	x	x	10	-14	15
COc1cccc(C2Nc3ccc4ccccc4c3C3=C2C(=O)CC(C)(C)C3)c1OCC(=O)O (configuration not stated)	8	6	-4	6	-2	0	4	2
CCOC(=O)c1nnsc1NC(=O)Nc1ccc(OC)cc1	6	-1	1	-3	-3	13	4	-2
c1ccc2c(c1)OCC(c1csc3ncnc(N4CCCCC4)c13)O2 (configuration not stated)	9	8	-1	8	-6	-5	1	33
O=C(CSc1nnc(CNC(=O)c2c(F)cccc2F)o1)Nc1ccc2c(c1)OCO2	3	6	-3	3	0	-7	-1	-1
Cc1ccc(S(=O)(=O)N2CCOCC2)cc1C(=O)Nc1cc(S(=O)(=O)N2CCCCC2)ccc1O	x	-6	-7	x	x	-5	0	5
CC(CN1CCCCC1)OC(=O)c1ccc2c(c1)OCCO2 (configuration not stated)	8	-1	-26	23	1	5	1	-4
CC1(OCON)CCCc2ccccc21 (configuration not stated)	9	1	-2	5	2	-3	-5	-9
NS(=O)(=O)c1ccc(CCNC(=O)c2ccc(C#CC3(O)CCCCC3)cc2)cc1	0	16	-8	-3	-2	-4	-3	-27
O=C(c1ccc2c(=O)n(Cc3ccccc3)c(=S)[nH]c2c1)N1CCCC1	27	6	17	13	1	15	0	5
CN(CC(=O)Nc1ccc(F)cc1)C(=O)c1ccc(N2C(=O)CCC2=O)cc1	-2	-8	-4	10	-1	0	6	0
O=C(/C=C/c1ccc(Cl)cc1Cl)NCc1ccncc1	8	10	-3	-8	-4	14	-2	-2
CCOc1ccc(CN2CCN(CCCn3cccn3)CC2CCO)cc1 (configuration not stated)	6	-6	19	8	1	-6	-2	-10
Fc1ccc(Cn2c(SCc3ccc(F)c(C(F)(F)F)c3)nnc2C(F)(F)F)cc1	-8	24	6	3	-2	31	5	9
Cc1cccc(-c2nc3sc(C)cc3c(=O)o2)c1	6	7	-3	-10	-3	-6	3	1
Cc1c(CC(=O)NCCCC(=O)O)c(=O)oc2c(C)c3oc4c(c3cc12)CCCC4	20	10	2	9	0	0	3	-1
CCOc1ccc(N(CC(=O)NCCSc2ccccn2)S(=O)(=O)c2ccc(Cl)cc2)cc1	4	11	13	1	0	6	16	24
Cc1cc(C)c(S(=O)(=O)N2CCCC2CNC(=O)c2ccc3c(c2)OCO3)c(C)c1 (configuration not stated)	2	10	18	2	-4	-8	7	6
Cc1nc(-c2ccc(NC(=O)C3CCCCC3)cc2)cs1	-11	1	-32	4	1	-2	-1	7
CC(Sc1nc(N)cc(=O)[nH]1)C(=O)Nc1sc2c(c1C#N)CCCC2 (configuration not stated)	-28	-2	39	-7	0	-5	-5	2
Nc1nc2n(n1)C(c1cccs1)CC(c1ccccc1)N2 (configuration not stated)	17	5	-3	11	-3	-2	0	-9

Next section, starting with the last five of the part before.
SMILES	APJ antagonist	CCR6 antag	Gli-Sufu antag	UBC13 inh	APJ ag	ATG4B inhibitor	CXCR6 block	EBI2 block
CCOc1ccc(N(CC(=O)NCCSc2ccccn2)S(=O)(=O)c2ccc(Cl)cc2)cc1	4	11	13	1	0	6	16	24
Cc1cc(C)c(S(=O)(=O)N2CCCC2CNC(=O)c2ccc3c(c2)OCO3)c(C)c1 (configuration not stated)	2	10	18	2	-4	-8	7	6
Cc1nc(-c2ccc(NC(=O)C3CCCCC3)cc2)cs1	-11	1	-32	4	1	-2	-1	7
CC(Sc1nc(N)cc(=O)[nH]1)C(=O)Nc1sc2c(c1C#N)CCCC2 (configuration not stated)	-28	-2	39	-7	0	-5	-5	2
Nc1nc2n(n1)C(c1cccs1)CC(c1ccccc1)N2 (configuration not stated)	17	5	-3	11	-3	-2	0	-9
CNC(=O)CSc1nc(-c2ccccc2)c(-c2ccccc2)[nH]1	9	9	-7	10	-2	10	5	2
CC(C)(O)C#Cc1ccc(C(=O)NCc2cccs2)s1	4	21	-13	6	-3	3	-1	-7
COc1cc(C(=O)Nn2c(O)c(C3=c4ccccc4=NC3=O)sc2=S)ccc1O	-39	14	6	-14	8	-2	8	-4
CCOC(=O)c1[nH]c(C)c(C(=O)OCC)c1C	15	-5	-4	4	-1	-14	-1	0
CCn1c(CSc2nc(C)cc(C)n2)nnc1SCC(=O)Nc1ccccc1	8	6	2	2	-5	-6	-10	-3
CC(=O)N(CCOc1ccccc1)CCOc1ccccc1	16	12	5	-1	-3	-8	8	15
O=C1CC2(CCN(C(=O)COc3ccccc3F)CC2)Oc2ccccc21	22	9	3	7	-2	5	-6	12
CCOc1ccc2[nH]c(C)c(CN(C)C)c(=O)c2c1	0	10	41	11	-2	-8	-1	-4
COc1ccc(CCNC(=S)N2CCN(S(=O)(=O)c3ccccc3F)CC2)cc1	8	13	-12	2	-6	-12	1	20
Cc1cc(NC(=O)CSCC(=O)Nc2cccc(S(=O)(=O)N3CCCCCC3)c2)no1	7	5	4	-2	15	-10	7	5
O=C1c2ccc(Oc3ccc([N+](=O)[O-])cc3)cc2C(=O)N1c1ccncc1	0	-11	1	-6	-2	-1	-11	3
COc1ccc(-n2c(=S)[nH]c3cc(C(=O)N(C)Cc4ccccc4)ccc3c2=O)cc1	-11	17	7	-4	-3	1	6	-9
COCCCNC(=S)N(CCO)Cc1cc2cc3c(cc2[nH]c1=O)OCO3	-5	20	-6	1	-2	0	6	3
CCOC(=O)c1ccc(NC(=O)C2C3C=CC(C3)C2C(=O)O)cc1 (configuration not stated)	9	9	16	1	-3	-3	-4	10

Looked up by compound from the list above:
SMILES	APJ antagonist	CCR6 antag	Gli-Sufu antag	UBC13 inh	APJ ag	ATG4B inhibitor	CXCR6 block	EBI2 block
O=C1c2ccc(Oc3ccc([N+](=O)[O-])cc3)cc2C(=O)N1c1ccncc1	0	-11	1	-6	-2	-1	-11	3
COCCCNC(=S)N(CCO)Cc1cc2cc3c(cc2[nH]c1=O)OCO3	-5	20	-6	1	-2	0	6	3
CCOC(=O)c1ccc(NC(=O)C2C3C=CC(C3)C2C(=O)O)cc1 (configuration not stated)	9	9	16	1	-3	-3	-4	10
